Cneo AK release = causes C. neoformans cell lysis; adenylate kinase release luminescence, 4 h; normalised: neutral wells 0, clomiphene wells 100; lysis activity, % at 15 µM; AID 651654; actives 0.2% (n = 360,000);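 active means mean lysis activity across replicates of at least 80%, whatever share of replicates individually reach that level; inactive means mean lysis activity below 80%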
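Test system: log-phase Cryptococcus neoformans yeast cells; Quantity: yeast cell density of 5 × 10^6 cells/mL; Buffer or medium: YPD; Doses: single compound concentration per well; Timing: 4 h at 37 °C static, read 1 h later; Measured by: AK luminescence; Read-out basis: lysis from increased AK signal; Control set: Clomiphene as positive control.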
C2C12 statin = protects C2C12 myotubes from simvastatin toxicity | AID 602340 | actives 0.78% (n = 330,000) | rescue of ATP level, % at 7.49 µM | ATP luminescence, 48 h; scaled: DMSO 0, geranylgeraniol control 100;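 active means mean ATP rescue above about 67%, or every replicate alone reaching that limit, limit read from the data, passing the limit was not always enough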;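 further: myotubes were challenged with 10 µM simvastatin during compound exposure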
miR122 inh = miR-122 inhibition in Huh7 cells; Huh7 miR-122 Renilla luciferase sensor, 48 h; neutral wells = 0, positive control = 100; activation (reporter increase), % at 12.5 µM; actives 0.3% (n = 340,000);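 active means mean replicate activation score at least 90 and every replicate individually at or above 90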;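 further: higher luciferase means less miR-122 activity so hits act as miR-122 inhibitors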
INS-1E GSIS act = GLuc luminescence reporter in INS-1E cells, primary screen for activators of glucose-dependent secretion of insulin. activation, % at 16.6 µM. actives 0.61% (n = 370,000). AID 743287. INS-1E GLuc reporter insulin secretion, 2-3 h;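 active means lowest replicate activation of at least 40%, so every replicate reaches that level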;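 further: 0% = median of neutral control wells and 100% = median of IBMX positive control wells; some compounds called inactive have numbers as strong as hits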
PglD inh = blocks C. jejuni PglD acetyltransferase activity. purified PglD enzyme, DTNB colorimetric CoA detection. inhibition, % at 12.5 µM. actives 0.098% (n = 360,000). AID 602405; in the data active means inhibition above about 16%, passing the limit was not always enough; further: strong numbers were not always called active
FN deposit inh = fibronectin deposition inhibition. AH1F fibroblasts, Alexa488-fibronectin deposition fluorescence, overnight. inhibition, % at 12.6 µM. actives 0.086% (n = 350,000). AID 743247;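 active means mean inhibition across replicates of 30% or more, regardless of how many single replicates reach that level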;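 further: positive control wells lacked labelled fibronectin entirely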
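test system = AH1F fibroblasts assembling fluorescent fibronectin matrix | quantity = 10000 AH1F cells per well | buffer or medium = DMEM plus 2% serum, read in PBS | doses = single dose, pinned | incubation = 1 h cell attachment, overnight exposure to compound and label | detection = fluorescence at 485 nm excitation, 525 nm emission | read-out basis = inhibition from reduced deposited-fibronectin fluorescence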
CFTR F508del cor = CFTR F508del correction in bronchial cells | CFBE cells, YFP halide quenching; stimulated with forskolin plus potentiator P3; % fluorescence drop versus neutral controls | activity (quench increase), % at 7.58 µM | actives 0.36% (n = 350,000);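 active means mean added fluorescence quench of at least 8% versus neutral control, with both replicates also reaching 8%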;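 further: cells transiently co-express mutant CFTR-F508del with the halide-sensitive YFP; corrector assay measuring rescue of mutant channel to the surface after 24 h compound exposure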
PGC1a acetyl inh = modulators of PGC1a acetylation. U2OS PGC1a acetylation, AlphaScreen anti-acetyl-lysine; with virally co-expressed GCN5 acetyltransferase. inhibition, % at 15.6 µM. actives 0.17% (n = 350,000);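 active means every replicate shows inhibition of at least 40%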;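 further: 0% = neutral control wells and 100% = positive control wells; some results beyond the cut were filed as inactive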
Starred values were filed as active, the others as inactive; . = not tested or not shown; [ ] = remark or other dose.

The first 4 records, to show the layout:
SMILES	Cneo AK release	C2C12 statin	miR122 inh	INS-1E GSIS act	PglD inh	FN deposit inh	CFTR F508del cor	PGC1a acetyl inh
CCOC(=O)c1c(C)[nH]c(C)c1C(=O)CN1C(=O)NC(CC(C)C)C1=O (stereo unspecified)	1	-8	-5	.	0	.	.	4
CC(=O)N1CC[C@@H]2[C@H]1c1cc(-c3cccc(F)c3)ccc1N(C)[C@H]2CO	2	10	0[16.7 µM]	12	-3	-6	1.3	0
Cc1ccc(CC2(C)C(=O)Nc3c(Cl)ccc(Cl)c32)cc1 (stereo unspecified)	-1	22	11	-15	0	-7	2.0	-159
CO[C@H]1CN(C)C(=O)c2cc(NC(=O)Nc3ccccc3F)ccc2OC[C@@H](C)N(CC2CC2)C[C@H]1C	6	-4	.	-6	1	2	0.5	3

The listing (from the top)
SMILES	Cneo AK release	C2C12 statin	miR122 inh	INS-1E GSIS act	PglD inh	FN deposit inh	CFTR F508del cor	PGC1a acetyl inh
CCOC(=O)c1c(C)[nH]c(C)c1C(=O)CN1C(=O)NC(CC(C)C)C1=O (stereo unspecified)	1	-8	-5	.	0	.	.	4
CC(=O)N1CC[C@@H]2[C@H]1c1cc(-c3cccc(F)c3)ccc1N(C)[C@H]2CO	2	10	0[16.7 µM]	12	-3	-6	1.3	0
Cc1ccc(CC2(C)C(=O)Nc3c(Cl)ccc(Cl)c32)cc1 (stereo unspecified)	-1	22	11	-15	0	-7	2.0	-159
CO[C@H]1CN(C)C(=O)c2cc(NC(=O)Nc3ccccc3F)ccc2OC[C@@H](C)N(CC2CC2)C[C@H]1C	6	-4	.	-6	1	2	0.5	3
CCC1(C)CC(=O)N(c2ccc(C(=O)O)c(O)c2)C1=O (stereo unspecified)	3	3	7	-6	1	.	.	-4
Cc1cc(C(=O)Nc2c(C)cccc2C)n(-c2ccccc2)n1	3	2	0	8	.	-5	0.5	-9
OC(COc1ccc(F)cc1)CN1CCN(c2ccccc2F)CC1 (stereo unspecified)	1	12	11	-16	4	4	2.1	5
NC(=O)CSc1nnc(SCc2ccc(F)cc2)s1	-1	-6	3	6	-3	1	-1.2	4
COc1ccc(-c2nn(-c3ccccc3C)cc2CNC(C)c2cn(C)nc2C)cc1F (stereo unspecified)	-6	0	-10	-22	-6	3	0.8	4
O=C1c2ccc(-c3ccc(Cl)c(C(F)(F)F)c3)cc2S(=O)(=O)c2cccc(C(=O)N3CCN(c4ccc(Cl)cn4)CC3)c21	0	-4	.	15	-3	-28	1.3	.
Cc1ccccc1OCC(=O)Nc1nnc(C2CCCC2)s1	3	4	-8	26	3	-9	-1.8	3
CCCC(=O)N1C[C@H]2[C@@H](c3ccccc31)[C@@H](CO)N2C(=O)Nc1ccc(F)cc1	1	2	14[16.7 µM]	-6	2	-5	-2.6	-4
C/C=C/c1ccc([C@@H]2[C@@H](CNC(=O)CC3CC3)N(C(C)=O)[C@H]2CO)cc1	2	-4	0[16.7 µM]	0	3	1	-4.0	-4
O=C(C(Sc1ccccc1)c1ccccc1)N1CCOCC1 (stereo unspecified)	-1	.	2	5	-1	.	.	-4
Cc1cc(C)n(-c2ccc(C(=O)OCC(=O)Nc3cc(S(C)(=O)=O)ccc3Cl)cc2)n1	7	8	1	3	0	14	-2.4	1
CCn1cc(C(=O)N2CCCC(C(=O)c3ccc4ccccc4c3)C2)cn1 (stereo unspecified)	2	7	-7	10	0	-1	0.6	.
Cc1ccccc1NC(=O)COC(=O)c1cccnc1	.	-2	2	4	.	-5	3.6	.
C[C@H]1CN([C@@H](C)CO)C(=O)c2cc(C#Cc3cccc(F)c3)cnc2O[C@H]1CN(C)C(=O)C1CC1	1	.	-2[16.7 µM]	-3	-2	.	1.4	10
Cc1noc(C)c1C(=O)N(C)C[C@H]1OCc2ccccc2-c2ccccc2C(=O)N([C@@H](C)CO)C[C@@H]1C	47	-8	.	1	0	.	1.9	5
CCCN(C)C[C@@H]1OCCCC[C@H](C)Oc2ccc(NC(=O)Nc3ccc4c(c3)OCO4)cc2C(=O)N([C@H](C)CO)C[C@@H]1C	.	-5	-7[16.7 µM]	1	.	.	-0.8	5
Cc1cc(F)ccc1S(=O)(=O)N1CCCOC1CNC(=O)C(=O)NCc1cccnc1 (stereo unspecified)	2	-1	-2	-4	1	-8	3.2	-2
O=C(C1=C[C@H](c2csc3ccccc23)C[C@H](OCCCCO)O1)N1CCN(Cc2ccc3c(c2)OCO3)CC1	-1	29	-13	11	-2	2	-1.1	-9
Cc1nc2ccccc2c2c(N)c3ccccc3n12	.	.	.	-5	.	-8	0.2	8
Cc1ccc(-c2onc3ccc(C(=O)/C=C/N(C)C)cc23)cc1	1	5	1	-4	0	10	-0.3	12
CCOC(=O)[C@H]1[C@H]2COc3ccc(Cl)cc3[C@@H]2N2C(=O)c3ccc(F)cc3NC(=O)[C@@]12C	-1	0	-10	.	-2	5	-1.3	.
The list goes on:
SMILES	Cneo AK release	C2C12 statin	miR122 inh	INS-1E GSIS act	PglD inh	FN deposit inh	CFTR F508del cor	PGC1a acetyl inh
C/C(N)=C(/C#N)C(=O)COC(=O)C1CCN(S(=O)(=O)c2cccs2)CC1	.	11	-8	-4	.	-5	-1.4	8
Cc1cccc(C2NS(=O)(=O)N=C2N)c1 (stereo unspecified)	0	10	1	.	-3	2	.	.
CC(Oc1ccccc1F)C(=O)NNC(=O)CC(C)c1ccccc1 (stereo unspecified)	1	14	7	-10	1	-3	0.9	.
CCC(=O)Nc1nc2ccccc2n1Cc1ccccc1C	1	.	-4	.	3	0	.	2
CC(C)(C)NC(=O)Cn1c(SCC(=O)N2CCCCCC2)nc2ccccc21	0	0	.	-10	0	.	.	-1
COc1ccc(S(=O)(=O)c2c(C)c(NS(=O)(=O)c3ccccc3)cc(C)c2O)cc1	.	.	.	3	.	-33	0.1	0
COC(=O)c1ccc(NC(=O)c2ccc3nsnc3c2)cc1	0	2	-5	5	-4	-7	1.2	-12
Cc1ccc(-c2cnc3c(c2)C(=O)N([C@@H](C)CO)C[C@H](C)[C@@H](CN(C)Cc2ccccc2C(=O)O)O3)cc1	1	4	-3[16.7 µM]	8	-1	.	-1.3	-4
CCCN1C[C@H](C)[C@H](OC)CN(C)C(=O)c2cc(NC(=O)c3ccccc3)ccc2OC[C@H]1C	-56	0	.	5	-2	-11	0.5	2
CC(Nc1cccc2ccccc12)C(=O)N/N=C/c1ccc([N+](=O)[O-])cc1 (stereo unspecified)	2	.	-2	-8	3	-2	.	-17
COCC#Cc1ccc2c(c1)O[C@@H](CN(C)Cc1ccncc1)[C@@H](C)CN([C@H](C)CO)S2(=O)=O	-7	12	-9[16.7 µM]	9	-4	3	-1.3	-4
COc1ccccc1NC(=O)c1ccc(COc2ccccc2Br)o1	1	4	10	0	-4	1	-1.4	-3
COc1ccc(CCN(CC(=O)NC2CCCC2)C(=O)Cn2nnc(-c3ccc(C)o3)n2)cc1OC	.	8	0	4	.	-12	1.9	-6
CO[C@@H]1CN(C)C(=O)c2ccc(NC(=O)Cc3ccccc3)cc2OC[C@@H](C)N(CC2CC2)C[C@H]1C	.	.	.	8	.	-3	-0.6	14
COc1ccc(-c2ccc3c(c2)[C@@H]2[C@@H](CCN2C(=O)NC(C)C)[C@H](CO)N3C)cc1	0	6	2[16.7 µM]	-7	3	-18	-1.0	-6
COc1ccccc1C(CC(=O)N1CCCC1)c1ccc2c(c1)OCO2 (stereo unspecified)	.	.	.	4	.	-1	2.6	-7
CC(=O)NC(CC(=O)Nc1cc(Cl)ccc1-n1cncn1)c1ccccc1 (stereo unspecified)	2	-3	2	0	1	16	-0.7	.
CCNC(=O)[C@@H]1[C@@H](CO)[C@@H]2Cn3c(ccc(-c4ccc(F)cc4)c3=O)[C@@H]2N1Cc1ccccc1F	-3	8	8[16.7 µM]	3	-1	.	1.8	-8
CSc1ccc(CNC(=O)C2CCC(=O)N(CC3CCCCC3)C2)cc1 (stereo unspecified)	0	-1	2	-21	3	2	1.6	-13
CC(C)(C)[S@](=O)N1Cc2cc(C(=O)N3CCCCC3)nc(-c3cccc(-c4cccc(C#N)c4)c3)c2[C@@H]1CCO	1	12	.	12	-1	1	-2.2	-36
O=C(CNCc1ccccc1Cl)Nc1ccc2c(c1)OCCO2	1	-1	6	13	0	-2	-0.6	-8
Cc1ccc(NC(=O)C(=O)NCc2ccco2)c(C)c1	0	9	-8	-2	4	-6	2.0	0
C[C@H](CO)N1C[C@H](C)[C@@H](CN(C)C(=O)C2CCC2)Oc2cc(-c3cncnc3)ccc2S1(=O)=O	-1	2	2[16.7 µM]	16	2	.	-3.8	5
CCCN(C)C[C@H]1OCCCC[C@@H](C)Oc2ccc(NS(C)(=O)=O)cc2C(=O)N([C@@H](C)CO)C[C@H]1C	1	19	-2[16.7 µM]	11	0	.	-0.6	22
COCC(=O)Nc1ccc2c(c1)[C@H]1C[C@@H](CC(=O)NCCc3ccccc3)O[C@@H](CO)[C@H]1O2	0	-4	1[16.7 µM]	2	1	1	-2.1	-5
Next results.
SMILES	Cneo AK release	C2C12 statin	miR122 inh	INS-1E GSIS act	PglD inh	FN deposit inh	CFTR F508del cor	PGC1a acetyl inh
Cn1nc(C(=O)Nc2ccc(S(=O)(=O)N3CCCCC3)cc2)ccc1=O	-3	96*	3	.	6	-9	.	5
O=S(=O)(c1ccc(F)cc1)N1CCCCN2[C@H](CO)[C@H](c3ccc(C#CC4CCCC4)cc3)[C@H]2C1	-2	.	-25[16.7 µM]	.	0	.	0.2	-21
C[C@H]1CN([C@@H](C)CO)C(=O)Cc2cc(NC(=O)Cc3ccccc3)ccc2O[C@H]1CN(C)C	-2	1	-6[16.7 µM]	14	-13	.	1.9	-2
CCOc1ccc(C(=O)NCC(c2cccs2)N(C)C)cc1OCC (stereo unspecified)	0	.	0	5	2	-3	.	.
Cc1nn(CC(=O)NCCCN2CCOCC2)c(C)c1[N+](=O)[O-]	0	10	-3	1	1	.	-3.0	-3
Cc1noc(C)c1NC(=O)N[C@H]1CC[C@@H](CCNC(=O)C2CCOCC2)O[C@@H]1CO	43	12	12[16.7 µM]	12	3	.	0.8	-3
CCOC(=O)c1c(C)n(C)c2cc(Br)c(C)cc12	-1	-5	1	.	4	-5	.	7
COC(=O)c1cc(S(=O)(=O)NC2CCCCC2)cn1C	-2	9	43	13	-2	0	1.6	-1
C[C@H]1CN([C@@H](C)CO)C(=O)c2ccccc2-c2ccccc2CO[C@H]1CN(C)Cc1cccc(F)c1	-3	.	.	-20	0	-2	-1.9	-24
O=C(NCc1ccc2c(c1)OCO2)c1ccc2c(c1)S(=O)(=O)c1ccccc1C2=O	2	5	.	2	-1	-2	3.5	.
CCn1cc(/C=C(\NC(=O)c2ccccc2)C(=O)N2CCOCC2)c2ccccc21	0	0	16	35	0	-11	-1.8	6
CCc1cccc2c(C(=O)COC(=O)/C=C/c3ccccc3OC)c[nH]c12	-1	.	0	5	-2	5	-2.9	.
COc1cccc(-c2nnc(SCc3nc4ccccc4s3)n2C)c1	-3	-2	0	.	2	.	.	5
CC(=O)NC1=NN(C(C)=O)C(c2ccc(C)cc2)S1 (stereo unspecified)	2	13	-1	5	3	1	-5.0	1
COC(=O)N(C)C[C@H]1OCc2ccccc2-c2c(n(C)c3ccccc23)C(=O)N([C@H](C)CO)C[C@@H]1C	-2	.	.	-6	1	-19	0.8	-2

Compound profiles, from the list above. Screens in order: Cneo AK release, C2C12 statin, miR122 inh, INS-1E GSIS act, PglD inh, FN deposit inh, CFTR F508del cor, PGC1a acetyl inh
Results for COC(=O)c1cc(S(=O)(=O)NC2CCCCC2)cn1C : -2, 9, 43, 13, -2, 0, 1.6, -1
Results for CCn1cc(/C=C(\NC(=O)c2ccccc2)C(=O)N2CCOCC2)c2ccccc21 : 0, 0, 16, 35, 0, -11, -1.8, 6
